p53ts 39C tox = p53ts cell cytotoxicity, nonpermissive temperature; Potency, µM (doses to about 46.1 µM), for the others: top-dose activity change, negative = cell killing, most hits filed as cytotoxic; H1299-p53A138V viability at 39C, ATP luminescence, 24 h; hit rate 1.5% among 130,000; AID 902; also: nearly all actives have a fitted effect of over 55% in size
p53ts 32C kill = kills p53ts cells at the permissive temperature; H1299-p53A138V at 32C, ATP luminescence viability, 24 h; Potency, µM (doses to about 46.1 µM), for inactives: at the highest dose activity change, negative = cytotoxicity, usual class: cytotoxic; hit rate 0.93% among 130,000; AID 924;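 also: 0% = DMSO and -100% = full killing by reference compound; nearly all actives have a fitted effect of over 55% in size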
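ATP-content luminescence (ATPlite) read-out after 24 h compound exposure at 32C in H1299-p53A138V cells (600/well). Tested up to 46 uM. Normalized to DMSO (0%) and 100 uM tamoxifen (100% killing); Hill-fit AC50.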
IkB sig inh = suppresses IkB signaling in ABC-DLBCL reporter cells. ABC-DLBCL IkBa-CBG/CBR dual luciferase ratio, 4 h; response scale: scaled: untreated 0%, proteasome inhibitor 100%. hit rate 0.04% among 110,000. Potency, µM (top dose mostly 57.1 µM), inactives show at the highest dose IkBa stabilization activation; active = well fitted curve in the direction sought with a large enough effect in the signal ratio, not every such curve was filed as active; inconclusive = small, poorly fitted or top-dose-only effect, or a change in a side signal; the % refers to the signal ratio;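 also: the direction sought is a rising ratio; 0% = basal untreated cells and 100% = reference inhibitor full response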
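Luminescence ratio of IκBα-fused green versus native red beetle luciferase in OCI-Ly3 cells, 4 h post-doxycycline with compound; red signal alone, scaled from basal (0%) to zero light (-100%), flagged nonspecific or cytotoxic effects.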
Imprint erasure = inducers of genomic imprint erasure in mouse ES cells; mouse ES Peg3-LacZ reporter, beta-gal luminescence, 40 h; Potency, µM (doses to about 60.7 µM), without a hit: at the highest dose activity change, positive = activation, usual class: activators; hit rate 0.02% among 110,000; AID 1948;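 also: 0% = negative control wells on the plate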
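Readout: BetaGlo luminescence (5 min, room temp) for LacZ from the normally silent maternal Peg3 allele in female Peg3LacZ-Neo ES cells. Cells 300/well, 40 h, 37C, 5% CO2. Data normalized per plate to negative controls.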
Active calls of the source: *; u = inconclusive; x = not tested or not shown; & = joins results of further samples; [ ] = remark or other dose. Unless noted, calls follow the shape of the dose curve; as a rule, active = well fitted curve in the direction sought with a large enough effect; inconclusive = small, poorly fitted or top-dose-only effect, or another doubt; inactive = no such curve, though single readings can be large; an effect the other way counts as inactive or inconclusive. Unless noted, % is scaled to controls: 0 for no effect and ±100 for the full control effect; potency is read from the fitted curve at half-maximal effect.

SMILES	p53ts 39C tox	p53ts 32C kill	IkB sig inh	Imprint erasure
CC(Oc1ccccc1)C(=O)Nc1nc2ccc(S(N)(=O)=O)cc2s1 (stereo not drawn)	-6.8%	1.9%	0.1%	15.3%[10.9 µM]
Cn1c(SCC(=O)N2CCc3ccccc32)nnc1C1CC1	6.5%	-0.1%	0.5%	2.9%
CS(=O)(=O)Nc1cccc(-c2ccc3ncnc(NC4CCNCC4)c3c2)c1	12.0%	5.5%	0.5%[11.4 µM]	u
Cc1ccc(CCNC(=O)C2CCN(S(=O)(=O)c3cccc4nonc34)CC2)cc1	-5.9%	-5.1%	1.1%	-3.7%
CC1=C(C(=O)OCC2CCCO2)C(c2ccccc2)NC(=O)N1 (stereo not drawn)	4.9%	0.4%	0.9%	6.0%
CC1CCN(S(=O)(=O)c2ccc(Cl)cc2Br)CC1	27.4%	-6.1%	6.1%	-17.1%
CC(C)(C)C(=O)OCOC(=O)[C@@H]1N2C(=O)[C@@H](N=CN3CCCCCC3)[C@H]2SC1(C)C	4.4%[20.6 µM]	2.4%[20.6 µM]	-0.6%[25.6 µM]	-2.1%[16.8 µM]
CCOc1ccc(CCNC(=O)c2cn(-c3cccc(OC)c3)c(=O)c3ccccc23)cc1	-9.3%	4.5%	1.4%	-15.9%[10.9 µM]
Cn1ncc(C(=O)N2CCN(c3ccc(F)cc3)CC2)c1C1CCN(C(=O)OC(C)(C)C)CC1	15.7%	3.4%	0.1%	3.8%[10.9 µM]
NCCS(=O)O	13.8%	-0.9%	-0.4%&-4.5%	-8.5%&-0.8%
CC(=O)OC1CC[C@]2(C)C(CC[C@@]3(C)C2C(=O)C=C2C4C(C)C(C)CC[C@@]4(C(=O)O)CCC23C)C1(C)C (stereo partly drawn)	19.9%	31.3%[activator]	x	u
Cc1nc(NC2CCCCC2)c2nc(-c3ccccc3)n(CCN3CCCC3)c2n1	-18.4%	-15.5%	x	-9.7%
O=c1c2oc3ccccc3c2n(Cc2ccc(F)cc2)c(=O)n1Cc1ccco1	u	4.3%	2.3%	-5.6%[10.9 µM]
CCCCSc1cnn(-c2ccccc2)c(=O)c1SCCCC	-6.6%	1.6%	x	x
COCn1c(COc2ccccc2)nc2ccccc21	-15.4%	u	-2.4%	-76.8%[inhibitor]
CCOC(=O)c1ccccc1NC(=O)c1cnn(-c2ccc(OC)cc2)c1C1CCN(C(=O)OC(C)(C)C)CC1	20.0%	-8.7%	-1.3%	4.4%[10.9 µM]
Cc1cc(N2CCN(C(c3ccccc3)c3ccccc3)CC2)n2ncnc2n1	8.4%	12.3%	1.5%	-44.3%[inhibitor]
CCOc1cccc(/C(O)=C2/C(=O)C(=O)N(CCOC)C2c2ccco2)c1 (stereo not drawn)	17.4%	0.1%	0.5%	-11.5%
O=C(NCC1CCCO1)c1cccc(NC(=O)c2ccco2)c1 (stereo not drawn)	1.8%	-1.8%	2.6%	-11.2%
CCCCNc1nc(-c2ccccc2)cc(C(F)(F)F)c1C(N)=O	8.0%	11.0%	x	x
CO[C@H]1COC(=O)C/C=C\[C@@H](C)COC(=O)[C@@H](OCc2ccccc2)/C=C\[C@@H]1C	7.1%[9.22 µM]	-0.2%[9.22 µM]	x	x
O=c1cc(CNCCCO)c2ccccc2[nH]1	12.6%	-3.4%	6.5%	2.5%
O=C(OCc1nnc(-c2ccccc2)o1)c1cc(S(=O)(=O)N2CCOCC2)c(Cl)cc1Cl	-4.5%	-1.0%	u	-1.9%
Nn1c(=O)c2ccccc2n2c(SCc3ccccc3)nnc12	15.7%	-0.7%	-3.8%	-6.9%
O=P(O)(O)COc1ccccc1P(=O)(c1ccccc1)c1ccccc1	-6.9%	-1.2%	0.2%	18.4%

Some entries already given, reduced to p53ts 32C kill, IkB sig inh and Imprint erasure:
SMILES	p53ts 32C kill	IkB sig inh	Imprint erasure
O=C(OCc1nnc(-c2ccccc2)o1)c1cc(S(=O)(=O)N2CCOCC2)c(Cl)cc1Cl	-1.0%	u	-1.9%
CC(=O)OC1CC[C@]2(C)C(CC[C@@]3(C)C2C(=O)C=C2C4C(C)C(C)CC[C@@]4(C(=O)O)CCC23C)C1(C)C (stereo partly drawn)	31.3%[activator]	x	u

Profiles, looked up by structure.
CC(=O)OC1CC[C@]2(C)C(CC[C@@]3(C)C2C(=O)C=C2C4C(C)C(C)CC[C@@]4(C(=O)O)CCC23C)C1(C)C (stereo partly drawn) reads p53ts 39C tox = 19.9%; p53ts 32C kill = 31.3%[activator]; IkB sig inh = x; Imprint erasure = u
Cc1ccc(CCNC(=O)C2CCN(S(=O)(=O)c3cccc4nonc34)CC2)cc1 reads p53ts 39C tox = -5.9%; p53ts 32C kill = -5.1%; IkB sig inh = 1.1%; Imprint erasure = -3.7%
CCOC(=O)c1ccccc1NC(=O)c1cnn(-c2ccc(OC)cc2)c1C1CCN(C(=O)OC(C)(C)C)CC1 reads p53ts 39C tox = 20.0%; p53ts 32C kill = -8.7%; IkB sig inh = -1.3%; Imprint erasure = 4.4%[10.9 µM]

Next compounds
SMILES	p53ts 39C tox	p53ts 32C kill	IkB sig inh	Imprint erasure
COC(=O)CN(c1cc(C(F)(F)F)ccc1Cl)S(C)(=O)=O	2.0%	5.3%	x	x
CCOc1ccc(OCC)c(NC(=O)C2CCN(S(=O)(=O)c3cccc4nonc34)CC2)c1	-16.7%	7.0%	-1.4%	-8.5%
Cc1cc(C(F)(F)F)nn1CC(=O)N1CCCCC1C (stereo not drawn)	4.0%	-3.0%	-0.1%	6.0%
NS(=O)(=O)c1ccc(CCNC(=O)c2ccc3nc(Cc4ccccc4)oc3c2)cc1	-12.0%	-1.5%	3.5%	-11.0%[10.9 µM]
Cc1ccc(-n2ncc(C(=O)NCCCN3CCCCC3)c2C2CCN(C(=O)OC(C)(C)C)CC2)cc1	-12.4%	-0.9%	-0.5%	-10.4%[10.9 µM]
COCCN1CC(=O)N(c2cccc(C)c2C)C(c2ccc(Cl)cc2)C1=O (stereo not drawn)	6.6%	8.0%	0.8%	x
COc1ccccc1NC(=O)C1=C(C)Nc2nnnn2C1c1ccccc1OC (stereo not drawn)	-1.4%	6.5%	1.0%	-5.6%
O=C(C1CCCN(c2ncccn2)C1)N1CCc2ccccc21 (stereo not drawn)	-8.1%	11.2%	-2.9%	-11.6%
CCCCCn1c(=O)c2c(nc3n2CCN3c2ccc(Br)cc2)n(C)c1=O	u	2.9%	u	-1.7%[10.9 µM]
Cc1cn(C)c(CC(=O)NCc2ccc(Cl)cc2)c1C(=O)O	-8.4%	4.1%	2.1%	-7.3%[10.9 µM]
COc1ccc(CC(=O)N2CCN=C2SC)cc1	5.2%	-1.5%	-2.4%	-19.0%
Cc1cccc(NC(=O)c2sc3nc4n(c(=O)c3c2C)N=C(c2ccc(F)cc2)CS4)c1C	-8.5%	1.7%	-0.6%	-4.7%[10.9 µM]
Cc1nc2nc(Cc3ccccc3)nn2c(C)c1Cl	9.1%	7.7%	3.0%	-44.6%[inhibitor]
O=C(O)c1cccc(NC(=O)C2CC(=O)N(Cc3ccccc3)C2)c1 (stereo not drawn)	1.1%	4.4%	1.9%	2.8%
OCCN(Cc1ccccc1)Cc1cccc(F)c1	-6.7%	-0.9%	0.2%	-3.8%
O=C(NCCc1ccc(Cl)cc1)c1ccc(CS(=O)Cc2cccc(Cl)c2)o1 (stereo not drawn)	-14.5%	3.4%	-1.6%	-17.7%[10.9 µM]
CCOc1ccc(NS(=O)(=O)c2ccc3c(c2)CCN3C(C)=O)cc1	-3.4%	-4.7%	4.6%	-13.3%[10.9 µM]
CCNC(=O)/N=C1/NC(=O)C(C(C)C)O1 (stereo not drawn)	-3.1%	-10.9%	0.2%	-4.2%
Cc1noc(C)c1C(=O)N1CCC[C@@]2(CCN(c3cccc(-c4ccccc4)c3)C2)C1	-21.1%	9.6%	9.2%[11.4 µM]	x
COC(=O)c1sc2cccc(F)c2c1S(=O)(=O)NCc1ccccc1Cl	-18.0%	-0.8%	1.9%	9.8%[10.9 µM]
Cc1ccc2c(c1)N[C@H](c1ccc(C(=O)O)cc1)c1cccn1-2	6.4%[9.22 µM]	11.3%[9.22 µM]	2.2%[11.4 µM]	-2.8%[10.9 µM]
CCOCCCNC(=O)C(c1ccccc1)N(Cc1ccc2c(c1)OCO2)C(=O)c1ccc(NC(C)=O)cc1 (stereo not drawn)	-2.7%	2.1%	u	-9.9%[10.9 µM]
CN(C)CCNC(=O)Nc1cccc(Cl)c1Cl	6.7%	2.2%	x	x
O=C(Nc1cc(C(F)(F)F)ccc1Cl)C1CCN(c2nnc(-n3cccc3)s2)CC1	-11.4%	-1.2%	2.2%	-14.0%
O=C(c1cc2sccc2n1Cc1ccc(F)cc1)N1CCc2ccccc21	-8.4%	-20.5%	x	x
Following part.
SMILES	p53ts 39C tox	p53ts 32C kill	IkB sig inh	Imprint erasure
CN(C)c1ccc(CN(C(=O)C2COc3ccccc3O2)C2CCS(=O)(=O)C2)cc1 (stereo not drawn)	4.8%	3.3%	3.9%	-10.0%
CCCC(=O)NC(C)c1nc2ccccc2n1C (stereo not drawn)	-13.6%	-11.0%	4.1%	-12.7%
Cc1cc2c(nc1C)CCCN2C[C@H](C)O/N=C1/[C@H]2O[C@@H]2[C@@H](O)[C@H]2[C@H]1CCn1c(=O)n(-c3ccccc3)c(=O)n12	6.2%[9.22 µM]	7.4%[9.22 µM]	x	x
COCCN(CCOC)Cc1cc(=O)oc2cc3c(cc12)CCC3	2.8%	-19.5%	1.2%	-6.2%
CCOc1ccccc1C1C(C(=O)Nc2ccc(OC)cc2)=C(C)Nc2nc(CCCO)nn21 (stereo not drawn)	2.5%	-5.6%	-2.4%	2.7%
CC(C)c1ccc(Nc2c(-c3ccccn3)nc3ccccn23)cc1	15.8µM*	-21.3%	u	-19.8%[10.9 µM]
COc1ccc(Cl)cc1C(=O)N(Cc1nc(-c2cccc(C)c2)no1)C(C)C	39.0%[activator]	23.9%	u	-30.3%[inhibitor]
Cc1ccc2[nH]c(=O)c(-c3nc4cc(C)ccn4c3NCc3ccco3)cc2c1	1.9%	3.2%	-0.1%	-8.4%
CCOc1ccc(C(=O)Nc2ccc3c(c2)OCCO3)cc1Br	10µM*	u	u	-12.7%[10.9 µM]
CCN(CC(=O)Nc1cccc(OC)c1)C(=O)C1CCN(C(=O)Nc2ccccc2)CC1	-5.0%	-3.4%	1.2%	-9.1%
CC(C)COc1ccc(-c2nnc(-c3ccco3)o2)cc1	u	u	u	x
COc1ccc(NC(=O)c2nnn(Cc3cccc(F)c3)c2N)c(OC)c1	-9.9%	-5.9%	-0.1%	-11.1%
CC1CC(=O)Nc2ccccc2S1(=O)=O (stereo not drawn)	-5.6%	7.3%	-1.4%	-4.8%
O=C(CCCCCN1C(=O)c2ccccc2C1=O)NC1CCCC1	11.4%	-14.0%	-9.9%	x
CCOC(=O)c1sc(NC(=O)c2cc(-c3ccc(F)cc3)on2)c(C(=O)OCC)c1C	21.4%	2.8%	4.6%	-2.3%[10.9 µM]
COc1ccc(C2C(C(=O)c3sc(C)nc3C)=C(O)C(=O)N2CCN(C)C)cc1OC (stereo not drawn)	9.3%	-4.7%	-0.2%	1.1%
CCn1c(SCC(=O)c2c[nH]c3ccccc23)nnc1-c1cccs1	-2.0%	-4.3%	4.0%	-27.4%
Cc1cc(C)cc(NC(=O)c2sc3nc4n(c(=O)c3c2C)N=C(c2ccccc2)CS4)c1	-6.3%	-0.3%	u	-4.6%[10.9 µM]
CCOc1ccc(NC(=O)Cn2c(=O)nc(-c3ccccc3)c3ccccc32)cc1	u	-1.0%	2.6%	5.5%[10.9 µM]
Cc1cc(C)c(NC(=O)Cn2c(=O)n(-c3ccc(CC(=O)NCC4CCCO4)cc3)c(=O)c3ccccc32)c(C)c1 (stereo not drawn)	6.7%	5.6%	1.4%	-8.2%[10.9 µM]
COC(=O)c1c(-c2ccc(Cl)cc2)noc1N1CCN(c2ccc(C)cc2C)CC1	-29.9%	-8.8%	-1.6%	15.3%[10.9 µM]
COc1ccc(CCNC(=O)c2sc3nc4n(c(=O)c3c2C)CCCC4)cc1OC	4.3%	6.9%	u	-7.8%[10.9 µM]
Cc1ccc(OCCCn2c(CO)nc3ccccc32)cc1	-18.4%	-18.2%	-0.8%	-17.4%
CC(C)(O/N=C(\C(=O)N[C@@H]1C(=O)N2C(C(=O)[O-])=C(C[n+]3ccccc3)CS[C@@H]12)c1csc(N)n1)C(=O)O	8.5%[20.6 µM]	-3.4%[20.6 µM]	0.4%[25.6 µM]	1.3%[16.8 µM]
CCCCCCn1ccc(=N)cc1	0.5%	9.4%	-0.1%	-13.3%

Bioassay records as filed in PubChem.
